GLP1R ag: qHTS of GLP-1 Receptor Agonists; 380,000 tested, 0.007% active; AID 624172, 2012; Potency, µM (series often up to 45.6 µM), without a hit: at the top dose activation, usual class: activators; Glucagon-like peptide 1 receptor (Homo sapiens), P43220; HEK293 GLP-1R CRE-luciferase, luminescence, 4-6 h; cells express a hypersensitive GLP-1R form; further: % of control where 0% means no effect
Target sequence (P43220 whole entry, looked up): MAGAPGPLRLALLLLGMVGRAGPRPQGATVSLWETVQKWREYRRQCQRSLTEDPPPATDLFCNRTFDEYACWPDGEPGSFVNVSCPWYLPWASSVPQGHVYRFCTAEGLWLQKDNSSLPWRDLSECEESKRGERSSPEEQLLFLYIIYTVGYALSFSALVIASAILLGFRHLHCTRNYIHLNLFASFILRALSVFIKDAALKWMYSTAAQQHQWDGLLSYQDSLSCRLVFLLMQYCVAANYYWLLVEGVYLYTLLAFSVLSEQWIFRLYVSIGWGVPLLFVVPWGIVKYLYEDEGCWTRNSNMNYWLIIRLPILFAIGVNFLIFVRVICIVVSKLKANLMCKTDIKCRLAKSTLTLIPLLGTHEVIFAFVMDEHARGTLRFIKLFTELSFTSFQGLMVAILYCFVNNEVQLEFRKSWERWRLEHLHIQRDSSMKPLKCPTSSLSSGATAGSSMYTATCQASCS
KB-3-1 cytotox: qHTS assay for MDR1-selective chemotherapeutics: Primary screen using the parental adenocarcinoma cell KB-3-1 | KB-3-1 viability, CellTiter-Glo ATP luminescence, 72 h | Potency, µM (series often up to 46.1 µM), inactives show top-dose activity change, negative = cytotoxic, hits mostly cytotoxic | 400,000 tested, 1.4% active | AID 1347075, 2019; further: on the % scale 0 is the no-effect control and ±100 the full control effect; nearly all actives have a fitted effect of over 60% in size
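Cytotoxicity measured as CellTiter-Glo luminescence after 72 h at 37 C. Compound titrations were pinned onto drug-naive KB-3-1 parental adenocarcinoma cells grown in DMEM with 10% FBS, and normalized data fitted to concentration-response curves.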
TDP-43 yeast inh: qHTS of TDP-43 Inhibitors; 410,000 tested, 1.8% active; TDP-43 expressing yeast growth rescue, BacTiter-Glo, 24 h; Potency, µM (doses to about 46.1 µM), for the others: top-dose growth rescue (activation), most hits filed as activators; further: % of control where 0% means no effect; nearly all actives have a fitted effect of over 50% in size
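Readout is BacTiter-Glo luminescence of cell growth, so inhibitors register as activators. TDP-43-expressing yeast at OD600=0.02 in galactose medium, after raffinose pregrowth to mid-log, were incubated with compound for 24 hr at 30 deg C.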
SW480 rereplic: A quantitative high throughput screen for small molecules that induce DNA re-replication in SW480 colon adenocarcinoma cells; 340,000 tested, 1.8% active; SW480 DNA re-replication, Hoechst DNA content imaging, 48 h; Potency, µM (series often up to 46.1 µM), inactives show at the top dose re-replication activation, most hits filed as activators; further: % of control where 0% means no effect; nearly all actives have a fitted effect of over 55% in size
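Image-based DNA-content assay: after two days of treatment, nuclei were labelled with the DNA dye Hoechst and imaged, and hits were compounds raising the count of nuclei showing high fluorescence intensity.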
GLP1R cytotox: qHTS of GLP-1 Receptor Inverse Agonists: Cytotox Screen; Potency, µM (top dose mostly 38.3 µM), for inactives: top-dose activity change, negative = inhibition, usual class: inhibitors; 410,000 tested, 0.13% active; HEK293 cAMP-luciferase reporter cells, luminescence, 24 h;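 further: loss of luciferase light is scored as toxicity; on the % scale 0 is the no-effect control and ±100 the full control effect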
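Here, cytotoxicity is scored as loss of luminescence. The MLSMR collection was tested on cells seeded in medium containing 10% Nu serum, with a 24 hr compound exposure preceded by 12 hours of culture.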
KB-V1 cytotox: qHTS assay for MDR1-selective chemotherapeutics: Primary screen using the drug-selected MDR subline cells KB-V1; KB-V1 MDR cells viability, CellTiter-Glo, 72 h; Potency, µM (top dose mostly 46.1 µM), for inactives: at the top dose activity change, negative = cytotoxicity, most hits filed as cytotoxic; 400,000 tested, 3.4% active; AID 1347076, 2019; further: on the % scale 0 is the no-effect control and ±100 the full control effect; nearly all actives have a fitted effect of over 60% in size
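Compound-treated KB-V1 multidrug-resistant cells, 72 h, 37 degrees C; viability by CellTiter-Glo. Fitted qHTS curves give the values.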
HT1080NT lethal: qHTS for induction of synthetic lethality in tumor cells producing 2HG: qHTS for the HT-1080-NT fibrosarcoma cell line; HT-1080-NT fibrosarcoma viability, CellTiter-Glo ATP luminescence, 48 h; Potency, µM (highest dose often 46.1 µM), inactives show top-dose activity, negative = less viability, hits mostly cytotoxic; 360,000 tested, 1.6% active;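 further: NT is the 2HG producing partner of a matched IDH1 knockdown line; 0% = DMSO-treated cells and -100% = media-only wells without cells; nearly all actives have a fitted effect of over 55% in size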
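HT-1080-NT; 750 cells/well; 5% FBS RPMI; 48 h compound, 37 degrees C; CellTiter-Glo luminescence; curve fitting and curve-class assignment.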
HT1080 IDH1KD tx: qHTS for induction of synthetic lethality in tumor cells producing 2HG: qHTS for the HT-1080-IDH1KD cell line; HT-1080 IDH1 knockdown viability, ATP luminescence, 48 h; Potency, µM (series often up to 46.1 µM), for inactives: top-dose activity, negative = toxicity, most hits filed as cytotoxic; 360,000 tested, 2% active; AID 686971, 2013;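 further: 0% = DMSO wells and -100% = cell-free medium wells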
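IDH1KD HT-1080 cells, 750/well, RPMI + 5% FBS; compound pinned after 2 h settling; 48 h, 37 °C; CellTiter-Glo luminescence; % activity normalised to DMSO and no-cell wells; curves fitted, classed by r2 and efficacy.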
GLP-1R inv ag: qHTS of GLP-1 Receptor Inverse Agonists (Inhibition Mode) | Potency, µM (titrated, usually from 38.3 µM), for the others: top-dose activity change, negative = inhibition, usual class: inhibitors | 410,000 tested, 1.6% active | Glucagon-like peptide 1 receptor (Homo sapiens), P43220 | HEK293 GLP-1R CRE-luciferase, luminescence, 24 h; GLP-1R form is constitutively active; further: on the % scale 0 is the no-effect control and ±100 the full control effect; nearly all actives have a fitted effect of over 55% in size
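HEK293 cells stably co-expressing constitutively active GLP-1R and a cAMP-responsive luciferase reporter were seeded in DMEM with 10% Nu serum, given compounds after 12 h, and incubated 24 h at 37 deg C. Luminescence was then read.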
An asterisk follows results filed as active; u = inconclusive; x = no result given; [ ] = dose if it differs, or a comment. The call rests on the fitted dose curve; in most records, active means well fitted curve in the direction sought with a large enough effect; inconclusive means small, poorly fitted or top-dose-only effect, or another doubt; inactive means no such curve, though single readings can be large; an effect the other way counts as inactive or inconclusive. Potency means the concentration at half of the fitted maximal effect.

SMILES	GLP1R ag	KB-3-1 cytotox	TDP-43 yeast inh	SW480 rereplic	GLP1R cytotox	KB-V1 cytotox	HT1080NT lethal	HT1080 IDH1KD tx	GLP-1R inv ag
c1ccc(CSc2ncnc3c2ncn3C2CCCCO2)cc1 (centres undefined)	14%	0%	19%	-30%	-3%	-1%	0%	-9%	u
COc1ccc(S(=O)(=O)NCc2csc(C)n2)cc1OC	-2%	11%	8%	3%	-31%	4%	5%	3%	6%
CC(c1nc2ccccc2[nH]1)n1c(-c2ccncc2)nc2ccccc21 (centres undefined)	x	u	8%	x	-4%	-7%	24%	21%	1%
CCSc1nnc(-c2ccccc2NC(C)=O)c(=O)[nH]1	-14%	-4%	2%	1%	-4%	-4%	21%	12%	11%
O=C(O)c1ccccc1Nc1ccccc1	0%	0%	-37%[inhibitor]	1%	5%	0%	-7%	-4%	0%
CCCN(CCC)Cc1cc(=O)oc2cc(OC)c(Cl)cc12	-4%	0%	u	x	-5%	0%	24%	5%	u
CCc1nc2ccccc2c(C(=O)OCC(=O)NC2CC2)c1C	-2%	13%	12%	9%	3%	u	2%[9.24 µM]	20%	14%
CC(=NNC(=S)SCc1ccccc1)c1ccccn1	-3%	u	u	u	u	u	u	u	u
CCOC(=O)C1=C(O)/C(=C/c2cc(OC)c(O)c(OC)c2)SC1=Nc1ccc(OC)cc1	20%	-2%	5%	u	3%	5%	-4%	-2%	85%[activator]
Cc1c(C(=O)NCC2CCCO2)oc2ccc(S(=O)(=O)N3CCCCC3)cc12 (centres undefined)	2%	13%	0%	-5%	9%	1%	-15%	-1%	11%
COC(=O)c1sc(S(=O)(=O)NCc2cccs2)c(C(=O)OC)c1C	0%	-13%	0%	-5%	7%	-4%	6%	-4%	-3%
COC(=O)[C@@]1(Cc2ccc(F)cc2)[C@H]2c3cc(C(=O)N(C)C)n(CCc4ccc(OC)c(Br)c4)c3C[C@H]2CN1C(=O)c1ccccc1	-4%	0%	13%	u	8%	0%	-7%	-4%	0%
COc1ccccc1NC1=C(NC(C)=O)C(=O)c2ccccc2C1=O	-6%	-73%	-27%	u	u	u	u	u	-16%
O=C(Nc1cc(=O)[nH]c2ncnn12)c1ccccc1Cl	20%	-3%	12%	1%	9%	8%	-3%	-12%	3%
CCOc1ccccc1NC(=O)N1CCCn2nc(C)cc21	x	1%	u	x	-3%	5%	x	x	11%
N#Cc1ccc(CN2C(=O)c3ccccc3Sc3ccc(C(=O)OCc4ccco4)cc32)cc1	-7%	3%	10%	x	-7%	u	x	x	10%
COc1ccc(Cl)cc1NC(=O)CN(C)C(=O)CCSc1ccc(C)cc1	10%	-2%	u	-6%	2%	-3%	-4%	-3%	u
Cc1ccc(NC(=O)c2cc(C(=O)Nc3ccc(C)cc3)n(C)n2)cc1	-1%	0%	13%	-9%	19%	-6%	u	0%	-2%
COc1ccc(-n2cc(C#N)c(=O)n(Cc3ccc(F)cc3)c2=O)cc1	12%	-15%	-7%	13µM*	-8%	u	u	u	-27%
CCCNc1c(NS(=O)(=O)c2ccc(C3CCCCC3)cc2)c(=O)oc2ccccc12	2%	-30%	-3%	u	-1%	-7%	-5%	-2%	19%
CC1Cc2ccccc2N1C(=O)CSc1nnc(CSc2ncccn2)n1C (centres undefined)	-9%	-6%	-3%	-10%	-12%	6%	15%	4%	0%
O=C(CCN1C(=O)C2CC=C(Cl)CC2C1=O)N1CCCCC1 (centres undefined)	-11%	10%	25%	-9%	21%	-2%	7%	12%	0%
COc1ccc(Nc2nc(-c3ccncc3)nc3ccccc23)cc1	u	-30%	3%	18µM*	7%	u	-25%	-2%	u
CC(C)(CCC(=S)N1CCOCC1)C1CCCCC1	7%	1%	x	8%[1.84 µM]	-5%	3%	-1%	1%	u
CCCOc1ccc(F)cc1-c1cc(C(=O)Nc2ccc(OC)nc2)[nH]n1	3%	0%	u	x	u	9%	14%	-2%	-13%
CC(=O)N[C@H]1[C@H](OC2CCCCC2)O[C@H](COC(C)=O)[C@@H](OC(C)=O)[C@@H]1OC(C)=O	8%	-6%	u	-14%	3%	12%	1%	9%	6%
CN(C)S(=O)(=O)c1ccc(C(=O)Nc2nnc(-c3ccc4c(c3)CCCC4)o2)cc1	-4%	u	0%	-2%	0%	0%	-29%	-26%	u
Cn1c2ccc(F)cc2c2ncn(CCN3CCOCC3)c(=O)c21	2%	10%	u	-3%	-11%	-15%	-20%	u	46%[activator]
Cc1ccc(NC(=O)/C=C2\NC(=O)CS2)cc1	9%	0%	-1%	-18%	4%	21%	25%	26%	41%[activator]
COc1ccc(C2C(C#N)=C(N)OC3=C2C(=O)CC(C)(C)C3)cc1OC (centres undefined)	18%	8%	-9%	-5%	-18%	12%	11%	5%	1%
Cc1ccc(S(=O)(=O)N2[C@@H](c3ccc(Cl)cc3)C(C(=O)O)=CC[C@H]2c2cccc(Cl)c2)cc1	3%	8%	29%	u	u	u	14%	5%	-1%
COc1ccccc1CNC(=O)Cn1cc([N+](=O)[O-])ccc1=O	-1%	-20%	9%	-13%	4%	1%	5%	13%	22%
COc1ccc(CCNC(=O)C2CCN(C(=O)N(C)C)CC2)cc1OC	2%	2%	-9%	u	0%	5%	-4%	-2%[9.24 µM]	-4%
COc1ccc(-c2cnc3nc(/N=C/N(C)C)nn3c2/N=C/N(C)C)cc1	15%	-8%	1%	-4%	-7%	1%	5%	-2%	60%[activator]
Cc1ccc(C(=O)Nc2ccccc2C(=O)N2CCN(c3ccccc3)CC2)cc1	-2%	4%	-9%	9%	-20%	20%	-4%	-7%	u
O=S(=O)(c1cccs1)N1CN(Cc2ccco2)c2nc3ccccc3nc21	23%	1%	14%	9%	-16%	-7%	-13%	-15%	1.8µM*
Cc1ccc(-c2csc3nnc(SCC(=O)Nc4nsc(-c5ccccc5)n4)n23)cc1	13%	6%	-10%	8%	-16%	u	u	u	0%
C[C@@H]1CN([C@H](C)CO)C(=O)CCCn2nncc2CO[C@@H]1CN(C)C(=O)Nc1ccnc(N2CCOCC2)c1	-5%	1%	u	x	3%	0%	11%	4%	4%
Cc1cc(C)nc(NC(=O)CN2C(=O)c3ccccc3C2=O)n1	-4%	8%	-8%	-10%	2%	5%	-3%	1%	5%
COc1cc(C)ccc1OCc1cc(C(=O)NC2CCOCC2)no1	8%	0%	26%	x	-20%	-24%	11%	0%	-6%
Cc1cccc(Nc2ncccc2C(=O)NCc2cccs2)c1C	9%	-17%	7.9µM*	0%	-2%	-26%	-9%	-17%	u
CC1=C(c2ccc(C)c(C)c2)S(=O)(=O)N=C1N1CCC(C(=O)N2CCC(C)CC2)CC1	x	-3%	3%	x	-16%	-1%	x	x	-2%
c1ccc2c(Oc3ccc4c(c3)OCO4)nncc2c1	-13%	-8%	3%	15%	-17%	-20%	7%	2%	u
COc1ccc(C(=O)OCC(=O)NCC2CCCO2)cc1[N+](=O)[O-] (centres undefined)	6%	23%	21%	-26%	0%	u	7%	7%	11%
COc1cccc2cc(C(=O)Nc3ccccc3Cl)/c(=N/NS(=O)(=O)c3ccccc3)oc12	10%	-2%	6%	7%	-11%	17%	16%	18%	2%

Some of the entries above, set out differently.
Cc1ccc(S(=O)(=O)N2[C@@H](c3ccc(Cl)cc3)C(C(=O)O)=CC[C@H]2c2cccc(Cl)c2)cc1
  GLP1R ag: 3%	KB-3-1 cytotox: 8%	TDP-43 yeast inh: 29%	SW480 rereplic: u	GLP1R cytotox: u	KB-V1 cytotox: u	HT1080NT lethal: 14%	HT1080 IDH1KD tx: 5%	GLP-1R inv ag: -1%
COc1ccccc1CNC(=O)Cn1cc([N+](=O)[O-])ccc1=O
  GLP1R ag: -1%	KB-3-1 cytotox: -20%	TDP-43 yeast inh: 9%	SW480 rereplic: -13%	GLP1R cytotox: 4%	KB-V1 cytotox: 1%	HT1080NT lethal: 5%	HT1080 IDH1KD tx: 13%	GLP-1R inv ag: 22%
COc1ccc(CCNC(=O)C2CCN(C(=O)N(C)C)CC2)cc1OC
  GLP1R ag: 2%	KB-3-1 cytotox: 2%	TDP-43 yeast inh: -9%	SW480 rereplic: u	GLP1R cytotox: 0%	KB-V1 cytotox: 5%	HT1080NT lethal: -4%	HT1080 IDH1KD tx: -2%[9.24 µM]	GLP-1R inv ag: -4%
COc1ccc(-c2cnc3nc(/N=C/N(C)C)nn3c2/N=C/N(C)C)cc1
  GLP1R ag: 15%	KB-3-1 cytotox: -8%	TDP-43 yeast inh: 1%	SW480 rereplic: -4%	GLP1R cytotox: -7%	KB-V1 cytotox: 1%	HT1080NT lethal: 5%	HT1080 IDH1KD tx: -2%	GLP-1R inv ag: 60%[activator]

Remaining list, next part:
SMILES	GLP1R ag	KB-3-1 cytotox	TDP-43 yeast inh	SW480 rereplic	GLP1R cytotox	KB-V1 cytotox	HT1080NT lethal	HT1080 IDH1KD tx	GLP-1R inv ag
Cc1ccc(SCc2cc(=O)[nH]c(Nc3nc(C)c4ccccc4n3)n2)cc1	-2%	-18%	-16%	-5%	4%	9.2µM*	-19%	-13%	21%
NS(=O)(=O)c1cccc2cccnc12	1%	11%	-2%	17%[9.22 µM]	-2%	5%	5%	11%	11%
COc1ccc(C2=NN(CCC(=O)NC3CCCCC3C)C(=O)CC2)cc1 (centres undefined)	-9%	-8%	20%	x	-14%	-18%	0%	-5%	8%
Cc1nc(Nc2cccc(Cl)c2)c2oc3ccccc3c2n1	16%	-8%	16µM*	5%	20%	-15%	-26%	u	u
CCOc1ccc(N(CC(=O)N2CCc3ccccc32)S(=O)(=O)c2c(C)noc2C)cc1	4%	-20%	16%	1%	5%	-2%	0%	-5%	u
COc1ccc(CCNC(=O)CCNS(=O)(=O)c2ccc3c(c2)CCN3C(C)=O)cc1OC	0%	0%	9%	-5%	19%	6%	7%	-20%	23%
O=C(Nc1ccc(F)cc1)c1cc(-c2ccncc2)nc2c(Cl)cccc12	-19%	8%	2%	20%	u	u	-9%	-17%	u
